Screens deposited in PubChem BioAssay by The Scripps Research Institute Molecular Screening Center.
ASAP1 inh = inhibitors of human ASAP1 ArfGAP activity, primary screen, biochemical, fluorescence polarization | Arf-GAP with SH3 domain, ANK repeat and PH domain-containing protein 1 (Homo sapiens), … | ASAP1-stimulated ARF1 GTP hydrolysis, GDP FP detection | inhibition, % at 16.5 µM | hit rate 0.19% among 360,000; in the data active = inhibition above about 25%;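 note: 0% = vehicle with enzyme and substrate and 100% = no enzyme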
TDP2 absorb = human TDP2 enzyme inhibitors, primary screen, biochemical, epi absorbance, recombinant enzyme; Tyrosyl-DNA phosphodiesterase 2 (Homo sapiens), O95551; T5PNP hydrolysis, p-nitrophenol absorbance 415 nm; inhibition, % at 12.8 µM; hit rate 0.34% among 370,000; AID 720702, 2013;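 active = inhibition above the mean of all tested compounds plus 3 SD, set per campaign, cut at about 25% in these data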;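 note: 0% = DMSO with enzyme and 100% = buffer with substrate but no TDP2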
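Evaluation: % inhibition relative to enzyme-containing and enzyme-free wells. Material: recombinant human TDP2. Benchmarks: enzyme-free and DMSO wells. Timing: enzyme reaction with compound for 2 h at 37 °C. Compound dosing: 12.8 µM only. Measured by: p-Nitrophenol epi absorbance. Reagent: T5PNP substrate at 5 mM, a TopII-DNA adduct mimic. Replication: single well per compound.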
SIAE primary = human SIAE inhibitors, primary screen, biochemical, fluorescence polarization, FP-Rh probe, 1536-well HTS | SIAE FP-Rh probe binding | hit rate 0.69% among 370,000 | inhibition, % at 9.66 µM | Sialate O-acetylesterase (Homo sapiens), Q9HAT2;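 active = inhibition above a cutoff: mean of compounds within the control limits plus 3 SD of those, cut at about 17% in these data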;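 note: 0% = plate median of compound wells and 100% = probe without SIAE protein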
PLCb3 inh = human PLC-beta3 inhibitors, primary screen, biochemical, fluorescence; 1-phosphatidylinositol 4,5-bisphosphate phosphodiesterase beta-3 (Homo sapiens), Q01970; Purified PLC-beta3, fluorogenic substrate; inhibition, % at 12.2 µM; hit rate 0.18% among 370,000; AID 720704, 2013; in the data active = inhibition above about 11%;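 note: 0% = median of compound wells on plate and 100% = full blocker control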
Tn6 DDE FP = inhibitors of Tn6 peptide binding to fibrin DD(E), primary screen, biochemical, fluorescence polarization, human fibrin, Tn6 probe; Fibrin DD(E) TRITC-Tn6 fluorescence polarization displacement; hit rate 0.21% among 370,000; inhibition, % at 8.3 µM; AID 720509, 2013; Fibrinogen beta chain (Homo sapiens), P02675;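 active = inhibition above a per-campaign cutoff: mean of compounds within control limits plus 3 SD, cut at about 15% in these data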;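 note: 0% = median of all compound wells on the plate and 100% = blocking peptide control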
ADAM10 inh = human ADAM10 inhibitors, primary screen, biochemical, QFRET, HTS; hit rate 0.62% among 370,000; AID 720582, 2013; recombinant ADAM10, EDANS/DABCYL FRET peptide cleavage, 3 h; inhibition, % at 7 µM;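 active = inhibition above a per-campaign cutoff equal to the mean of compounds falling between control-based bounds plus 3 SD, cut at about 20% in these data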;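 note: 0% = DMSO wells while the 100% control is not disclosed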
ADAM17 inh = ADAM17 inhibitors, primary screen, biochemical, QFRET; recombinant ADAM17, EDANS/DABCYL FRET peptide cleavage; inhibition, % at 6.95 µM; hit rate 0.83% among 370,000; Disintegrin and metalloproteinase domain-containing protein 17 (Homo sapiens), P78536;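 active = inhibition above the mean of compounds lying between control limits plus 3 SD, set per campaign, cut at about 8.5% in these data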;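 note: 0% = DMSO-only wells as the low control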
Target sequence (P78536 215-824 limits assumed): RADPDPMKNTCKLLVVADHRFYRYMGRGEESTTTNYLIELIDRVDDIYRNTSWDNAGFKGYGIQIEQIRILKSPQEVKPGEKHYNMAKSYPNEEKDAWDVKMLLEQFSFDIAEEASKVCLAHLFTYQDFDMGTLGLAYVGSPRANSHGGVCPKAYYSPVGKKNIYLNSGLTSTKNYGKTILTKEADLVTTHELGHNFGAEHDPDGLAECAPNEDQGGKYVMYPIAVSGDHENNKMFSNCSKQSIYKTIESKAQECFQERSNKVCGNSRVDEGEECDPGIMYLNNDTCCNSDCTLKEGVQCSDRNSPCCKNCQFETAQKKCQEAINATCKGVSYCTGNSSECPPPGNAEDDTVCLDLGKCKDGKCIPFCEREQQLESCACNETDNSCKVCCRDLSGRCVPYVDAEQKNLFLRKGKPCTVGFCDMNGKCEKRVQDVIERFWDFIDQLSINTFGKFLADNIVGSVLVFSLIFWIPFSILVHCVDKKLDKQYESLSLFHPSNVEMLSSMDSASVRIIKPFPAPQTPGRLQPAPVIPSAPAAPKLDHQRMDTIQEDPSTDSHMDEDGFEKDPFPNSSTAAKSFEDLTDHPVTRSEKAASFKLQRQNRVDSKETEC
DDE Tn7 FP inh = inhibitors of Tn7 peptide binding to fibrin DD(E), primary screen, biochemical, fluorescence polarization, human fibrin, Tn7 probe. Fibrinogen beta chain (Homo sapiens), P02675. FP displacement of FITC-Tn7 peptide from fibrin DD(E); 0% = median of compound wells per plate. hit rate 0.13% among 370,000. AID 720508, 2013. inhibition, % at 8.3 µM;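 active = inhibition above the mean of compounds falling within the control limits plus 3 SD of them, cut at about 14% in these data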;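 note: 0% = plate median of compound wells and 100% = 10 µM Aha-Tn7 peptide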
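Assay system: human fibrin DD(E) protein / Input: 2 µM fibrin DD(E) / Benchmarks: high control of 10 µM Aha-Tn7 peptide / Measured by: fluorescence polarization of the labelled Tn7 tracer / Medium: Tris buffer with calcium and detergent, pH 7.8 / Timing: 10 min compound pre-incubation, 3 h probe incubation at room temperature / Repeats: one replicate per compound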
ARFGAP1 inhibitor = inhibitors of rat ARFGAP1 GAP activity, primary screen, biochemical, fluorescence polarization, GDP tracer | AID 651572, 2012 | Arfgap1-stimulated ARF1 GTP hydrolysis, GDP FP detection | inhibition, % at 16.5 µM | hit rate 0.26% among 360,000;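 active = inhibition above a per-plate limit, mean inhibition of low control wells plus 3 SD, cut at about 25% in these data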;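 note: 0% = DMSO wells with enzyme and 100% = wells lacking Arfgap1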
Target sequence (Q62848 1-136 limits assumed): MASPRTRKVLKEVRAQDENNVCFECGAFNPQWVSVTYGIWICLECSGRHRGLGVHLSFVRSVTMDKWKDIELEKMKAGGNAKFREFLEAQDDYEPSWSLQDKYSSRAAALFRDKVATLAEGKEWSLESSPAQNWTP
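Material: truncated rat Arfgap1 GAP domain; Incubation: compound-enzyme preincubation 20 min, reaction 120 min, detection 60 min, 25 °C; Read-out: percent inhibition of Arfgap1-stimulated GTP hydrolysis; Technique: FP, GDP Alexa 633 tracer displaced from anti-GDP antibody, 620/688 nm; Controls: No-Arfgap1 wells (100%) versus DMSO full-reaction wells (0%); Replication: single well per compound.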
PLCg1 inh = PLC-gamma1 enzyme inhibitors, primary screen, biochemical, fluorescence, purified enzyme. 1-phosphatidylinositol 4,5-bisphosphate phosphodiesterase gamma-1 (Homo sapiens), P19174. fluorogenic substrate. inhibition, % at 12.2 µM. AID 720700, 2013. hit rate 0.84% among 370,000; in the data active = inhibition above about 9.5%
Numbers without * were called inactive; i = inactive; . = not tested or not shown.

SMILES | ASAP1 inh | TDP2 absorb | SIAE primary | PLCb3 inh | Tn6 DDE FP | ADAM10 inh | ADAM17 inh | DDE Tn7 FP inh | ARFGAP1 inhibitor | PLCg1 inh
Nc1c(C(=O)Nc2ccccc2)c2nc3ccccc3nc2n1CCCN1CCOCC1 | 2 | -8 | 11 | -56 | 2 | -17 | -13 | 2 | -2 | -47
O=C(Nc1ccc(Cl)cc1)c1sccc1-n1cccc1 | 1 | 0 | 1 | -5 | 5 | 7 | 2 | 0 | -6 | 2
COc1ccc(Cc2nn3c(-c4ccccc4OC)nnc3s2)cc1 | -7 | -2 | 0 | 0 | 1 | 2 | -2 | 3 | 4 | 1
CC(=NCc1ccc2c(c1)OCO2)C1=C(O)c2ccccc2C1=O | -11 | 4 | 2 | -16 | 9 | 1 | 2 | 6 | -3 | -13
Cc1ccc(S(=O)(=O)N2CC3=C(c4ccccc4)CC4(C)C(=O)C(C)(C)CC4=C3C2)cc1 (stereo not drawn) | -7 | 4 | -4 | -11 | 0 | -6 | -1 | 1 | 1 | -8
Cc1cc([N+](=O)[O-])ccc1NC(=O)COc1nsnc1N1CCOCC1 | 4 | 16 | -4 | -5 | 0 | -1 | 0 | -1 | 6 | 0
COc1ccc(C2CC(c3ccc(Cl)cc3)=NN2c2ccc(S(N)(=O)=O)cc2)cc1 (stereo not drawn) | 1 | -7 | 0 | i | 6 | i | i | 6 | 18 | i
CC(=O)N1CCN=C1SCc1ccccc1 | 6 | 7 | -1 | 3 | 1 | -7 | -2 | -1 | 16 | 4
Cc1nc2c3cc(F)ccc3n(Cc3ccccc3)c2s1 | -9 | -1 | -2 | -2 | -8 | 4 | 4 | -5 | -10 | 0
c1cncc(-c2nc(NCC3COc4ccccc4O3)c3ccccc3n2)c1 (stereo not drawn) | 0 | -1 | -24 | -7 | -1 | 9 | 7 | 1 | 17 | 2
CC1CN(S(=O)(=O)c2cccc(C(=O)N(C)C3CCCCC3)c2)CC(C)O1 (stereo not drawn) | -1 | -6 | 0 | -9 | -5 | -17 | -2 | 7 | 8 | 4
C=C(C)C1CC=C(C)/C(=N/NC(=O)c2ccc(NC(=O)c3cccc(C)c3)cc2)C1 (stereo not drawn) | 18 | -13 | -2 | 0 | 4 | 10 | 3 | -8 | 4 | 2
O=c1c2ccccc2n(Cc2ccco2)n1[C@@H](Cc1ccccc1)Cn1cc(-c2ccc(-c3ccccc3)cc2)nn1 | . | -4 | -1 | -50 | -13 | -57 | -10 | 4 | . | -30
CCc1cc2c(=O)c(-c3cnn(-c4ccccc4)c3)c(C(F)(F)F)oc2c(CN(C)C)c1O | -7 | 1 | 4 | -47 | 4 | 2 | 0 | 5 | 13 | -31
O=c1cc(O)n(-c2ccc(F)cc2)c(=S)[nH]1 | -8 | -4 | 5 | 2 | 4 | 0 | 2 | 4 | 3 | 3
COc1cccc(NC(=O)c2sc3nc(N4CCOCC4)c4c(c3c2N)CCCC4)c1 | -5 | 1 | 6 | -121 | -4 | -45 | -20 | -5 | 6 | -84
COc1ccc2[nH]c(=O)c(CN(CCc3ccccc3)C(C)=O)cc2c1 | -16 | -14 | 5 | -48 | -8 | 5 | 4 | 1 | 18 | 7
Cn1ncc2c(O/N=C(\N)c3ccc(C(F)(F)F)cc3)ncnc21 | -10 | -4 | -11 | -15 | -4 | 3 | -2 | -6 | 5 | 1
COc1ccc(C2c3ccc(O)cc3Oc3ncn(CCCO)c(=N)c32)cc1OC (stereo not drawn) | -10 | -16 | -4 | -11 | 2 | 8 | 1 | -12 | 2 | 1
COC(=O)[C@@]1(Cc2ccc(OC)cc2)[C@H]2c3cc(C(=O)N4CCCC4)n(Cc4ccc(Cl)c(C(F)(F)F)c4)c3C[C@H]2CN1C(=O)c1ccccc1 | 24 | -5 | -9 | -5 | -5 | 7 | 2 | 2 | -2 | -6
CCN(CC(=O)Nc1ccccc1OC)C(=O)c1cccc(-n2cccc2)c1 | -11 | 8 | -1 | -5 | -6 | -2 | 3 | -2 | 5 | -1
S=C(NCc1ccco1)NCC1CCCO1 (stereo not drawn) | 6 | -5 | -7 | -1 | 0 | 7 | 1 | -2 | -6 | 3
CCOC(=O)N1CCC(N2CCN(S(=O)(=O)c3ccc(NC(C)=O)cc3)CC2)CC1 | -8 | -2 | -2 | 3 | 6 | 6 | -1 | -2 | 4 | 1
CCOC(=O)c1nn(-c2ccccc2F)c(-c2ccccc2)c1C(=O)c1ccccc1 | -4 | -4 | -1 | 5 | -2 | 3 | 2 | 0 | 0 | 7
O=C(CN(Cc1ccc(Br)cc1)S(=O)(=O)c1ccccc1)NCC1CCCO1 (stereo not drawn) | -5 | 7 | 18* | -4 | 4 | -3 | -6 | 0 | -9 | -2
ONC(=Nc1ccccc1)c1ccc(Cl)cc1 | -1 | 1 | 4 | 1 | -2 | 7 | 4 | 2 | -1 | 1
O=C(c1ccc(-n2c(SCc3cc(F)ccc3F)nc3ccccc3c2=O)cc1)N1CCOCC1 | 17 | 5 | -4 | 0 | -2 | 3 | 0 | 2 | -6 | 1
COc1ccc(NC(=O)CSc2nnc(-c3ccccc3F)n2C2CC2)cc1S(N)(=O)=O | -5 | 13 | -2 | -7 | 0 | 2 | -1 | 0 | -1 | -1
CC(C)Cc1nnc(NC(=O)CCC(=O)NC2CC2)s1 | 14 | 5 | -2 | -1 | 1 | -10 | 0 | 2 | -15 | -1
COc1cc(-n2c(-c3ccccc3)n[nH]c2=S)c(OC)cc1Cl | 9 | -14 | -3 | 4 | 5 | 17 | 6 | -5 | 0 | 5
CCCC(=O)Nc1ccc(Cl)c(NC(=O)C(C)(C)C)c1 | 10 | 1 | -2 | 1 | 2 | -9 | -3 | 0 | 1 | 1
Cc1cc(C(=O)OCC(=O)Nc2ccccc2)c(C)o1 | 8 | 0 | -3 | -3 | 2 | -2 | -3 | -3 | 11 | 0
O=C(Cn1cnc2c(cnn2-c2ccc(F)cc2)c1=O)N1CCN(c2ccccc2)CC1 | -15 | 6 | -4 | 7 | 0 | 15 | -1 | 3 | 10 | 3
COc1cccc(C(c2c(C)[nH]n(-c3ccccc3)c2=O)c2c(C)[nH]n(-c3ccccc3)c2=O)c1OC | -8 | 89* | 9 | 7 | 15 | 1 | 5 | 1 | 11 | 18*
OCCSc1nncn1/N=C/c1c[nH]c2ccccc12 | -2 | 0 | -6 | 2 | 0 | 2 | 1 | 3 | 0 | 0
COc1ccc(CNC(=O)c2coc(=O)c3ccccc23)cc1 | -2 | 12 | 4 | -22 | 4 | -8 | -8 | 10 | -4 | -12
Cc1ccc(-n2c(SCC(=O)OC(C)C)nnc2-c2ccccn2)cc1 | -1 | 8 | 2 | -2 | 11 | 1 | -1 | 5 | -9 | 1
Cc1cccc(NC(=O)Cc2c(F)cccc2Cl)n1 | 0 | -11 | -4 | -3 | 8 | -2 | 2 | -3 | -2 | -1
COc1ccccc1NS(=O)(=O)c1ccc(C)c(C(=O)NNC(=O)c2csc(N3CCOCC3)n2)c1 | 9 | -7 | 3 | -5 | 8 | 9 | 3 | -6 | 2 | -1
Cc1csc(SCC(=O)NC(=O)NCCC(C)C)n1 | 1 | 8 | 5 | 2 | 3 | 5 | -2 | 5 | -10 | 3
CC(C)NC(=O)COC(=O)c1ccccc1CSC1=NCCS1 | 8 | -3 | 7 | -1 | 1 | 1 | 1 | -6 | 14 | 0
CCOC(=O)N1CCN(C(=O)c2ccc3c(=O)n(CCc4ccc(OC)c(OC)c4)c(=O)[nH]c3c2)CC1 | -5 | 11 | 4 | -8 | 3 | -3 | -1 | -4 | 2 | -7
Cc1ccc(OCc2nc(C#N)c(NCc3ccco3)o2)cc1 | 12 | 8 | 2 | -3 | -1 | 7 | 0 | -5 | 3 | -2
O=C(O)CCCNC(=O)/C(=C\c1ccc(Cl)cc1)NC(=O)c1ccc(Br)cc1 | -3 | 1 | 11 | -30 | -7 | 0 | 0 | 0 | -8 | -21
COc1ccc(S(=O)(=O)NC(N)=NCCc2ccc(OC)c(OC)c2)cc1C | 6 | -5 | -7 | 1 | -1 | -13 | 0 | -5 | 2 | 0
c1ccc(COc2cccc(CN3CCCCC3)c2)cc1 | -1 | 6 | -2 | -4 | 3 | -7 | -3 | -3 | -8 | 5
COC(=O)Cn1c(=NC(=O)c2cc(OC)c(OC)c(OC)c2)sc2cc(OC)ccc21 | -14 | -6 | -13 | -178 | -8 | -43 | -15 | 7 | 20 | -127
CCN1CCN(/C=N/c2nc(C)cs2)CC1 | -10 | -16 | -5 | 8 | 9 | 19 | 5 | 1 | 5 | 6
c1ccc(COC2COC3C(OCc4ccccc4)COC23)cc1 (stereo not drawn) | -12 | 4 | -11 | -1 | 1 | -7 | -6 | 5 | 10 | 0
CCOc1ccc2ccccc2c1/C=N/NC(=O)CC1(C)OCCCO1 | -1 | 1 | 9 | 1 | 7 | -13 | -2 | -3 | 3 | -2
CC(O)c1nc2c(c(=O)n(C)c(=O)n2C)n1C (stereo not drawn) | 17 | 14 | 2 | -6 | 2 | -2 | -7 | 3 | 8 | 0

In another format: entries from further up.
Every second line gives: ASAP1 inh	TDP2 absorb	SIAE primary	PLCb3 inh	Tn6 DDE FP	ADAM10 inh	ADAM17 inh	DDE Tn7 FP inh	ARFGAP1 inhibitor	PLCg1 inh
- CCN1CCN(/C=N/c2nc(C)cs2)CC1
 : -10	-16	-5	8	9	19	5	1	5	6
- c1ccc(COC2COC3C(OCc4ccccc4)COC23)cc1 (stereo not drawn)
 : -12	4	-11	-1	1	-7	-6	5	10	0
